Pf apPOL block – Pf-apPOL DNA polymerase inhibition; 210,000 tested, 0.25% active; inhibition, % at 10 µM; Recombinant Pf-apPOL, molecular beacon fluorescence, 1.5 h; AID 1794808
mHTT CaM bind – disrupts binding of mutant huntingtin to calmodulin; AlphaScreen His-mHTT/GST-CaM binding, luminescence; inhibition, % at 15 µM; 190,000 tested, 3.6% active; AID 1671202;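 also: 0% = both proteins with DMSO and 100% = one protein alone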
The depositor's hits bear a star; i = inactive; nt = not tested or not shown; & = joins results of further samples; ! = repeats disagree. Rule as the data show it: active = inhibition above about 50%; inactive = the rest. An excerpt; rates above refer to the full screens.

SMILES | Pf apPOL block | mHTT CaM bind
CCCNc1cc(N2CCCC(CCC(=O)Nc3ccc(OC)cc3OC)C2)ncn1 (centres undefined) | -7 | 34
CCOc1ccccc1C(=O)Nc1nn(C)c2c1C(c1cccs1)CC(=O)N2 (centres undefined) | -6 | 100*
CCCC(=O)N1CCc2nc(-c3ccc(F)cc3)ncc2C1 | -2 | -1
O=C(c1ccc([N+](=O)[O-])cc1)N1CCN(Cc2cccc(F)c2)CC1 | 1 | 6
CSc1ccc(C2C=C(c3ccc(Cl)cc3)Nc3ncnn32)cc1 (centres undefined) | -1 | 9
O=C(NC1CCCCC1)OCCN1CCN(Cc2ccccc2)CCC1=O | -4 | -4
O=C(NCc1ccc(N2CCCC2)nc1)c1cccc(Br)c1 | 2 | -2
CCOc1ccc(N2CC(c3nnc(NC(=O)c4ccc(CC)cc4)o3)CC2=O)cc1 (centres undefined) | -1 | 10
Cc1ccc(CN2[C@@H](c3ccccc3)COc3c(Cl)cccc3S2(=O)=O)cc1 | 1 | -18
OC1(c2ccccc2)C2C3CC4C5C3C1C5C(F)(F)C42 (centres undefined) | -4 | nt
Cc1cccc(C)c1NC(=O)CN(c1ccc(F)cc1)S(=O)(=O)c1ccc2c(c1)OCCO2 | -7 | -4
Cc1cc(Cl)ccc1OC(C)C(=O)Nc1c(Cl)cccc1Cl (centres undefined) | -8 | -5
CC1(C)CC(=O)C2=C(C1)Nc1ccccc1NC2c1ccc(-c2ccc([N+](=O)[O-])cc2)o1 (centres undefined) | -1 | 73*
Cc1cc(-n2c(SCC(=O)NCc3cccs3)nc3[nH]ncc3c2=O)ccc1Cl | -4 | 16
O=C1C(=O)c2ccccc2C(O)=C1c1ccc(Cl)cc1 | -1 | 2
CC1=NN(C)C(=O)C1=Cc1c(C)[nH]n(C)c1=O | -6 | nt
O=[N+]([O-])c1ccc(Sc2nccn2Cc2ccccc2)cc1 | 3 | 3
CCNC(=O)N1CCCC(c2cccc(C(=O)NCc3ccc(CC)cc3)c2)C1 (centres undefined) | -10 | 20
COc1ccc(-c2cc(C(=O)Nc3ccccn3)c3ccccc3n2)cc1OC | -3 | 3
Cc1cc(C)n2nnnc2c1C#N | nt | 0
O=C(c1cccc(F)c1)N1CCN(c2cc(N3CCCCC3)c(F)cc2[N+](=O)[O-])CC1 | 1 | -2
O=C(O)c1cc([N+](=O)[O-])ccc1NCc1cccnc1 | -1&12 | -2&-2
O=C(c1ccc(Cl)cc1Cl)N1CCN(C(=O)C2CCCCC2)CC1 | 2 | nt
Cn1c(Cc2ccccc2)nnc1SCc1nc2ccccc2[nH]1 | -1 | -8
O=C(NCc1cccs1)c1cc2nc(-c3cccs3)cc(C(F)(F)F)n2n1 | -2 | 3

Next section (two carried over from the part before).
SMILES | Pf apPOL block | mHTT CaM bind
Cn1c(Cc2ccccc2)nnc1SCc1nc2ccccc2[nH]1 | -1 | -8
O=C(NCc1cccs1)c1cc2nc(-c3cccs3)cc(C(F)(F)F)n2n1 | -2 | 3
COc1ccc(-c2nn(-c3ccccc3)cc2/C=N/O)cc1OC | 0 | i
CCOC(=O)C1=C(C)NC(C)=C(C(=O)OCC)C1C | -6 | nt
O=C(C=Cc1ccc(O)c(O)c1)NC(Cc1ccc(O)c(O)c1)C(=O)O (centres undefined) | 15 | nt
Cc1cc(C2CCCN2C(=O)NCCC(C)C)on1 (centres undefined) | 2 | -2
COC(=O)c1cc(-c2c(-c3cc(OC)c(OC)c(OC)c3)noc2C)cc([N+](=O)[O-])c1 | -2 | 26
CCCCNC(=O)c1cnn2c(C)c(Cc3cccc(Cl)c3)c(C)nc12 | -10 | 50
COc1ccc(N2C(=O)/C(=C/c3cccc([N+](=O)[O-])c3)N=C2c2cccc(Cl)c2)c(OC)c1 | -2 | 6
O=c1[nH]c(=O)n(-c2ccc(Cl)cc2)c(O)c1C=C1C=c2ccccc2=N1 | 0 | 6
C=CC(C)N1C(=O)S/C(=C\c2ccc(N3CCOCC3)o2)C1=O (centres undefined) | 11 | 9
N#Cc1ccc(N2CCN(C(=O)c3cc(-c4ccc(Cl)cc4)oc3C(F)(F)F)CC2)cc1 | 6&0 | nt
CC(C)Cn1c(=O)c(C(=O)N2CCCC2)nc2cccnc21 | -8 | -9
Cc1cc(C=O)c(C)n1-c1ccc(Cl)c(C(=O)O)c1 | -7 | 4
Cn1c(=O)n(Cc2ccc(Cl)cc2)c2cncnc21 | -4 | 8
Cc1ccc(C)c(C(=O)N2CC(C)C(c3nc(-c4cccnc4)no3)C2)c1 (centres undefined) | 0 | 48
CCOc1cccc(CN2CCCC2c2c(C)noc2C)c1O (centres undefined) | 3 | -5
CCOC(=O)Cc1csc(NS(=O)(=O)CC23CCC(CC2=O)C3(C)C)n1 (centres undefined) | nt | 2
CC(C)c1ccc(S(=O)(=O)N2CCc3nc[nH]c3C2)cc1 | -4 | 7
COc1ccc(C(=O)CSc2nc(N)c(C#N)c(C3CCCCC3)c2C#N)cc1 | 4 | -4
COc1cc(C2C(C(=O)Nc3ccccc3)=C(C)Nc3nc(CCCO)nn32)cc(OC)c1OC (centres undefined) | -3 | 3
COCCN1C(=O)CCc2cc(NC(=O)c3cncc(Br)c3)ccc21 | -5 | -1
CCOc1ccc(CN2CCCC2c2c(C)noc2CC)cc1OC (centres undefined) | 2 | -1
O=C(CCN1CCc2ccccc2C1)Nc1cccc(Cl)c1 | 7 | -7
COc1ccc(NC(=O)NCCC2CCN(C(=O)Nc3cccc(Cl)c3)CC2)cc1 | 1 | 9
O=C1C(=Cc2ccccc2)CCCc2ccccc21 | 0 | nt
COc1ccc(Cl)cc1S(=O)(=O)N1CCCC1C(=O)NCCc1csc(C)n1 (centres undefined) | -6 | -6

(list continues)
SMILES | Pf apPOL block | mHTT CaM bind
O=C(Nc1c2c(nn1-c1ccc(F)cc1)CS(=O)C2)C1(c2ccc(Cl)cc2)CCCC1 (centres undefined) | -47 | 13
COCCNC(=O)N1CCc2nc3cc(-c4ccc(OC)cc4)[nH]n3c(=O)c2C1 | 8 | 6
CC(O)CNC12CC3CC(CC(C3)C1)C2 (centres undefined) | nt | -6
CCCc1ccc2c(N)c(C(=O)c3ccc([N+](=O)[O-])cc3)sc2n1 | -5 | 8
COC(=O)C1CN(Cc2cn(CCOC(C)=O)nn2)CCS(=O)(=O)N1Cc1ccc(Cl)cc1 (centres undefined) | -1 | -4
COc1ccc(NC(=O)CCCn2c(=O)c3sccc3n(Cc3ccccc3C#N)c2=O)cc1 | -1 | 0
Cc1cc(C)cc(NC(=O)Cc2nc(-c3ccccc3)n[nH]2)c1 | -2 | -6
COc1ccc(CCNc2cc(N3CCN(S(C)(=O)=O)CC3)ccc2[N+](=O)[O-])cc1OC | 1 | 16
C=CCc1cccc(C)c1OCCCn1ccnc1 | -11 | 4
O=C(c1ccco1)N1CC2CC1CC2NS(=O)(=O)c1cccs1 (centres undefined) | 1 | -4
Cc1ccc(CN2C(=O)NC3(CCN(C(=O)c4cccc(F)c4)CC3)C2=O)cc1 | -5 | 11
O=C1SC(Nc2ccc(I)cc2)C(=O)N1c1ccccc1 (centres undefined) | 1 | 0
CCN(CC)c1ccc2cc(C(N)=O)c(=Nc3ccc(Cl)cc3Cl)oc2c1 | -3 | -5
COc1ccc(NC(=O)C(=O)NCCC2=CCCCC2)c(OC)c1 | 0 | -3
Cn1cccc1/C=C1\CN(Cc2ccccc2)C/C(=C\c2cccn2C)C1=O | -4 | 99*
O=c1c2nc(-c3cccs3)cn2ccn1-c1ccc(F)c(F)c1 | 10 | -10
Cc1ccc(-c2csc(N)c2C(N)=O)cc1C | 0 | 30
CCOC(=O)c1c(N2C(=O)CC(Sc3ccccc3C(=O)O)C2=O)sc(C)c1C (centres undefined) | 3 | 0
O=C(COc1ccccc1)Nc1nc(-c2ccc(Br)cc2)cs1 | -2 | -6
CCc1nc(C)cn1S(=O)(=O)c1cc(Br)ccc1OC | -1 | -2
COc1cccc(CC(=O)N2CCc3c(c(-c4nnc(SC)n4C)nn3C)C2)c1 | -2 | 11
CCn1nccc1C(=O)N1CCC(CCOc2ccc(F)cc2)CC1 | -5 | -3
Cc1[nH]c2ccccc2c1SCCNC(=O)c1ccccc1F | -1 | 99*
CC(C)c1[nH]nc2c1C1(C(=O)Nc3ccc(F)cc31)C(C#N)=C(N)O2 (centres undefined) | 0 | 3
COc1ccccc1C1C=C(c2ccc(Cl)cc2)Nc2nnnn21 (centres undefined) | 1 | 3

An excerpt of these results, as a markdown table.
| Compound | Pf apPOL block | mHTT CaM bind |
| --- | --- | --- |
| COCCN1C(=O)CCc2cc(NC(=O)c3cncc(Br)c3)ccc21 | -5 | -1 |
| CCOc1ccc(CN2CCCC2c2c(C)noc2CC)cc1OC (centres undefined) | 2 | -1 |
| O=C(CCN1CCc2ccccc2C1)Nc1cccc(Cl)c1 | 7 | -7 |
| COc1ccc(NC(=O)NCCC2CCN(C(=O)Nc3cccc(Cl)c3)CC2)cc1 | 1 | 9 |
| O=C1C(=Cc2ccccc2)CCCc2ccccc21 | 0 | nt |
| COc1ccc(Cl)cc1S(=O)(=O)N1CCCC1C(=O)NCCc1csc(C)n1 (centres undefined) | -6 | -6 |
| O=C(Nc1c2c(nn1-c1ccc(F)cc1)CS(=O)C2)C1(c2ccc(Cl)cc2)CCCC1 (centres undefined) | -47 | 13 |
| COCCNC(=O)N1CCc2nc3cc(-c4ccc(OC)cc4)[nH]n3c(=O)c2C1 | 8 | 6 |
| CC(O)CNC12CC3CC(CC(C3)C1)C2 (centres undefined) | nt | -6 |
| CCCc1ccc2c(N)c(C(=O)c3ccc([N+](=O)[O-])cc3)sc2n1 | -5 | 8 |
| COC(=O)C1CN(Cc2cn(CCOC(C)=O)nn2)CCS(=O)(=O)N1Cc1ccc(Cl)cc1 (centres undefined) | -1 | -4 |
| COc1ccc(NC(=O)CCCn2c(=O)c3sccc3n(Cc3ccccc3C#N)c2=O)cc1 | -1 | 0 |
| Cc1cc(C)cc(NC(=O)Cc2nc(-c3ccccc3)n[nH]2)c1 | -2 | -6 |
| COc1ccc(CCNc2cc(N3CCN(S(C)(=O)=O)CC3)ccc2[N+](=O)[O-])cc1OC | 1 | 16 |
| C=CCc1cccc(C)c1OCCCn1ccnc1 | -11 | 4 |
| O=C(c1ccco1)N1CC2CC1CC2NS(=O)(=O)c1cccs1 (centres undefined) | 1 | -4 |
| Cc1ccc(CN2C(=O)NC3(CCN(C(=O)c4cccc(F)c4)CC3)C2=O)cc1 | -5 | 11 |
| O=C1SC(Nc2ccc(I)cc2)C(=O)N1c1ccccc1 (centres undefined) | 1 | 0 |
| CCN(CC)c1ccc2cc(C(N)=O)c(=Nc3ccc(Cl)cc3Cl)oc2c1 | -3 | -5 |
| COc1ccc(NC(=O)C(=O)NCCC2=CCCCC2)c(OC)c1 | 0 | -3 |
| Cn1cccc1/C=C1\CN(Cc2ccccc2)C/C(=C\c2cccn2C)C1=O | -4 | 99* |
| O=c1c2nc(-c3cccs3)cn2ccn1-c1ccc(F)c(F)c1 | 10 | -10 |
| Cc1ccc(-c2csc(N)c2C(N)=O)cc1C | 0 | 30 |
| CCOC(=O)c1c(N2C(=O)CC(Sc3ccccc3C(=O)O)C2=O)sc(C)c1C (centres undefined) | 3 | 0 |
| O=C(COc1ccccc1)Nc1nc(-c2ccc(Br)cc2)cs1 | -2 | -6 |
| CCc1nc(C)cn1S(=O)(=O)c1cc(Br)ccc1OC | -1 | -2 |
| COc1cccc(CC(=O)N2CCc3c(c(-c4nnc(SC)n4C)nn3C)C2)c1 | -2 | 11 |

(cont.)
SMILES | Pf apPOL block | mHTT CaM bind
CC(C)(C)c1nnc(NCCCO)[nH]c1=O | -2 | -2
O=C1C2C(C(=O)N1c1ccccc1F)C1C=CC2C12CC2 (centres undefined) | 0 | 6
O=C1c2cccnc2C(=O)N1c1ccc(-c2ccc([N+](=O)[O-])cc2)cc1 | -6 | 1
Cc1ccccc1/C=C1\N=C(c2cccc(F)c2)OC1=O | 4 | 8
COc1cccc(N2C(=O)C3CCCN3C2c2ccc(F)cc2)c1 (centres undefined) | -4 | 5
CC(C)(C)c1nnc(NC(=O)c2c(Cl)cccc2Cl)s1 | -4 | 1
Cc1ccc(-c2nn(CC(=O)N3CCCCC3)c(=O)c3ccccc23)cc1S(=O)(=O)N(C)C | -13 | 11
c1ccc(-c2csc3ncn4cnnc4c23)cc1 | 22&-10 | -2
Cc1cc(C)c(S(=O)(=O)Nc2cccc(Cl)c2C)c(C)c1 | -2 | -20
CC(=O)N1c2ccc(S(=O)(=O)NCCc3ccccc3)cc2CC1C (centres undefined) | -2 | 14
CCc1nc2cc(-c3noc(-c4ccc5cc[nH]c5c4)n3)ccc2o1 | -5 | 3
O=C(C=Cc1cccc2nccnc12)c1ccc2c(c1)OCO2 | -5 | 3
COc1ccc(OCCNC(=O)c2ccccc2[N+](=O)[O-])cc1 | -1 | 15
CN1CCN(Cc2c(O)ccc3c2OC(=Cc2ccc4c(c2)OCO4)C3=O)CC1 | -13 | 7
NNC(=O)c1ccc2c(c1)CN(c1ccc(F)cc1)C2 | -8 | 28
Nc1cc(NC(=O)C23CC4CC(CC(C4)C2)C3)cc(Oc2ccccc2)c1 | -11 | 11
O=S(=O)(c1cccs1)n1nnc2ccccc21 | -6&-10 | 84*!
Cc1ccc([C@H]2C[C@H](O)[C@@H](n3cc(COC(=O)c4ccccc4)nn3)CN2C(=O)C2CCCCC2)cc1 | 0 | 50
CCN1CCC2(CC1)N=C(c1ccccc1)CC(c1cccc(OC)c1O)N2 (centres undefined) | -2 | 4
Cc1cc(F)ccc1NC(=O)C1(C)Oc2cccnc2N(C)C1=O (centres undefined) | -4 | -7
COc1ccc(OC)c2[nH]c(=O)c(CCNC(=O)c3ccc(Br)cc3)cc12 | -1 | 45

Screening data: PubChem BioAssay, University of Kansas High Throughput Screening Laboratory
